# Screening results as filed in PubChem.
# PKA-R2B activ: activators of human PKA-R2B complex; PKA-R2B holoenzyme dissociation, Cy5-IP20 fluorescence polarization; R2B truncated from residue 108, S112A mutant; 0% DMSO only, 100% 113 µM cGMP; actives 0.079% (n = 340,000); AID 504700; P22694+P31323; activation, % at 11.4 µM;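 active = activation above a cutoff set at the mean over all compounds plus 3 SD, cut at about 18% in these data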;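 note: higher means more holoenzyme dissociation and a rise in polarization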
# Target sequence (P31323 whole entry, looked up, other chains not shown, the tested form may be a part): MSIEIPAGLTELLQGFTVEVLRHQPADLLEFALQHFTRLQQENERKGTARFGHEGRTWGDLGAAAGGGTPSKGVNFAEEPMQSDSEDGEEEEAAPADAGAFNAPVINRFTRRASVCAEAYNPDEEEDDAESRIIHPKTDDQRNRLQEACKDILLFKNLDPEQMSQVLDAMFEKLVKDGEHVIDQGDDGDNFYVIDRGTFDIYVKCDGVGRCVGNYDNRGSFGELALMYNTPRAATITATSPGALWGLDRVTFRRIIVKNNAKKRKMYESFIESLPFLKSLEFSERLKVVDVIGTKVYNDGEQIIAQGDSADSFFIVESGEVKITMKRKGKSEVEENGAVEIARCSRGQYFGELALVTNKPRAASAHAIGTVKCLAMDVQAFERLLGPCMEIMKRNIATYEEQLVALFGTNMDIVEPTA
# PKA-R1A act: PKA-R1A complex activation | P00514+P68181 | PKA-R1A dissociation, Cy5-IP20 fluorescence polarization; scaled: DMSO 0%, 113 µM cGMP 100% | activation, % at 11.4 µM | actives 0.083% (n = 340,000);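 active = percent activation above the mean of all tested compounds plus 3 SD, cut at about 19% in these data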;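 note: higher means more PKAc released from R1A so a rise in polarization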
# Tat transport: blocks Tat-dependent protein export in E. coli. E. coli MC4100 TorA-mCherry Tat export, fluorescence. inhibition, % at 10 µM. actives 0.036% (n = 340,000). AID 488895;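 active = mean replicate inhibition at least 50% and at least half of replicates individually reaching 50%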;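 note: exported cargo escapes ClpAP degradation while cytoplasmic cargo is degraded and loses fluorescence; 0% = median of neutral control wells and 100% = median of NaSCN control wells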
# HTR5A ag: HTR5A agonism, opioid heterodimer counter-screen; P47898; AID 504692; activation, % at 9.3 µM; HTR5A agonist assay, luminescence, cell-based; actives 0.61% (n = 340,000); in the data active = activation mostly above about 9.5%, no sharp cut-off; inactive = mostly below about 7.6%;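 note: 0% = cells with vehicle only and 100% = reference agonist; strong numbers were not always called active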
# Target sequence (P47898 whole entry, looked up): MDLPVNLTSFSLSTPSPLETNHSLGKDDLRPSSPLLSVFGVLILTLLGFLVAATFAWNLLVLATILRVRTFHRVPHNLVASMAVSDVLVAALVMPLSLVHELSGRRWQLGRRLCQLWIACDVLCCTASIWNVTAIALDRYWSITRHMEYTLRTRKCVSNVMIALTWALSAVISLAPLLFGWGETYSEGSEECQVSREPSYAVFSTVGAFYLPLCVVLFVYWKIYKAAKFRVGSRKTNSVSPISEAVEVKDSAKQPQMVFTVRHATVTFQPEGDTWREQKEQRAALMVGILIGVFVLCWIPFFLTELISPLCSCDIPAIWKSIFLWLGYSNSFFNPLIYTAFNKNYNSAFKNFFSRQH
# CDK5 inh: inhibitors of human CDK5/p35 kinase | Recombinant CDK5/p35, ADP-Glo luminescence, 60 min | inhibition, % at 10 µM | actives 0.01% (n = 330,000) | AID 488839;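 active = highest replicate inhibition of at least 50% and at least 75% of replicates reaching 50%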;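 note: plate controls were DMSO neutral control for no effect and GW8510 at 10 µM for full effect; many of its hits are not listed in these tables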
# DAGLB inhibitor: blocks human DAGLB lipase activity; Q8NCG7; HEK293T DAGLB membrane lysate, EnzChek fluorogenic substrate; inhibition, % at 5.17 µM; actives 0.059% (n = 340,000); AID 504411; in the data active = inhibition above about 34%;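 note: 0% = enzyme with vehicle and 100% = wells lacking enzyme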
# phage Ecoli inh: E. coli growth loss with phage present | growth absorbance | inhibition, % at 11.9 µM | actives 0.26% (n = 360,000); in the data active = inhibition above about 11%
# E coli growth: counter-screen for AddAB inhibitors: E. coli growth inhibition. inhibition, % at 11.9 µM. E. coli V3065 growth, OD600 absorbance, 18 h. actives 0.27% (n = 330,000);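 active = inhibition above the campaign's mean inhibition across all tested compounds plus 3 SD, cut at about 9.9% in these data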;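 note: uninfected addAB+ strain grown without phage in ampicillin broth; 0% = DMSO wells and 100% = ciprofloxacin 0.95 µg/ml wells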
# AddAB inh: less growth of phage-infected E. coli with AddAB. E. coli expressing H. pylori AddAB, absorbance growth. inhibition, % at 11.9 µM. actives 0.29% (n = 330,000). AID 435030; in the data active = inhibition above about 12%;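 note: 0% = vehicle wells of infected cells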
# HTR5A inv ctr: HTR5A inverse agonism, opioid heterodimer counter-screen | P47898 | inhibition, % at 9.3 µM | HTR5A cell line, luminescence | actives 0.083% (n = 340,000) | AID 504634; in the data active = inhibition mostly above about 23%, no sharp cut-off; inactive = mostly below about 18%;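 note: 0% = cells with DMSO and 100% = no-cell wells with DMSO; some compounds called inactive have numbers as strong as hits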
# Mot1-301 SUMO: inhibitors of SUMOylation pathway: yeast Mot1-301 growth rescue; S. cerevisiae Mot1-301 growth rescue, ATP luminescence, 38.5C; percent above DMSO median, 100 means doubled; growth rescue, % at 18.8 µM; actives 1% (n = 320,000); AID 2716;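 active = every valid replicate shows activation above 250% relative to neutral control wells; inactive = the rest, any valid replicate at or below 250%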;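 note: OY570 slx delta 5 strain wells were the positive control but not used for scaling; some compounds called inactive have numbers as strong as hits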
# * hit, by the source's call; i = inactive; x = not tested or not shown.
SMILES,PKA-R2B activ,PKA-R1A act,Tat transport,HTR5A ag,CDK5 inh,DAGLB inhibitor,phage Ecoli inh,E coli growth,AddAB inh,HTR5A inv ctr,Mot1-301 SUMO
CC1(c2ccccc2)NC(=O)N(CC(=O)N2CCN(S(=O)(=O)c3ccccc3[N+](=O)[O-])CC2)C1=O (stereo not given),-4,3,6,2,-1.9,-1,0.8,-0.4,3.1,-8,-12
CC(=O)NC1C(=O)N(C)c2ccc(Br)cc21 (stereo not given),-2,4,-7,-6,-0.8,1,2.4,0.1,1.6,19,-9
COC(=O)c1ccc(C2C(C(=O)c3ccco3)=C(O)C(=O)N2CC2CCCO2)cc1 (stereo not given),-1,-4,-6,11,1.1,0,1.9,0.9,0.8,-33,-3
CCCN(CC(=O)Nc1ccccc1C)C(=O)c1ccc2c(c1)OCO2,-3,-9,7,4,0.0,-1,3.3,3.0,1.8,6,-2
N#Cc1cc(-c2ccccc2)nnc1Oc1ccccc1,-18,-22,-6,-2,1.1,-6,1.3,-2.2,2.9,4,16
O=C(CNC(=O)C12CC3CC(CC(C3)C1)C2)NCc1ccccc1,-5,6,4,-5,0.1,0,1.6,2.5,0.5,13,-10
Cc1ccccc1-n1c(C)cc(/C=N/NC(=O)c2ccncc2)c1C,4,8,2,5,-0.4,1,1.3,-0.4,2.1,25,10
C/C(N)=C(/C#N)C(=O)COC(=O)c1ccccc1Oc1ccccc1,7,1,-11,-1,0.5,0,-0.3,0.2,1.5,32,-7
CCOc1cc(C#N)c(NC(=O)CSc2nnnn2-c2ccc(OC)cc2)cc1OCC,-3,-4,14,2,0.8,-2,1.5,-0.3,-1.6,-1,2
O=C(NCc1ccco1)c1cc(S(=O)(=O)N2CCOCC2)c(Cl)cc1Cl,2,-8,0,-3,-0.6,2,2.1,x,x,6,x

# Two compounds from above with just phage Ecoli inh and DAGLB inhibitor.
structure | phage Ecoli inh | DAGLB inhibitor
O=C(CNC(=O)C12CC3CC(CC(C3)C1)C2)NCc1ccccc1 | 1.6 | 0
CCOc1cc(C#N)c(NC(=O)CSc2nnnn2-c2ccc(OC)cc2)cc1OCC | 1.5 | -2

# Going on with the list.
SMILES,PKA-R2B activ,PKA-R1A act,Tat transport,HTR5A ag,CDK5 inh,DAGLB inhibitor,phage Ecoli inh,E coli growth,AddAB inh,HTR5A inv ctr,Mot1-301 SUMO
Cc1ccc(S(=O)(=O)NC(=O)NC(C)Cc2ccccc2)cc1 (stereo not given),2,22*,3,-2,-2.0,-1,3.2,1.2,-1.7,-4,-21
C/C(=N\NC(=O)COc1ccccc1)c1cccs1,-9,4,7,-2,-1.4,1,-0.8,0.5,4.2,9,-14
COc1ccccc1OCC(=O)Nc1cc(Cl)ccc1N1CCCCC1,-2,-10,-3,-2,0.1,-12,4.8,-3.1,1.1,-19,0
CCn1c(CSc2n[nH]c(N)n2)nc2cc(C(=O)O)ccc21,-3,-2,-19,4,-0.3,-1,-2.1,1.0,0.1,23,-19
COCCN(C(=O)C1CC(=O)N(Cc2ccccc2)C1)c1nc(-c2ccc([N+](=O)[O-])cc2)cs1 (stereo not given),0,8,-4,-4,-0.3,-6,1.5,-1.1,-0.9,15,-15
COCCn1nnnc1C(c1ccccc1)N1CCN(C(=O)c2ccco2)CC1 (stereo not given),-4,2,4,-2,-1.6,-1,0.5,-2.9,2.2,12,-12
O=C(Cc1cccc2ccccc12)NC(NC(=S)Nc1ccccc1Cl)C(Cl)(Cl)Cl (stereo not given),0,-3,-4,4,0.0,0,7.2,3.8,0.8,-19,147
CCN(CC)C(=O)CSc1ncnc2c(-c3cccs3)nsc12,-7,2,1,1,1.6,-8,-0.6,-1.8,1.2,12,-1
CN=c1scc(-c2ccco2)n1/N=C/c1ccc(O)c(O)c1,4,-5,1,6,6.5,6,7.2,x,x,-2,x
Cc1cc(=O)n(C)c(=O)n1CCCCCN1CCCC1,4,-5,-4,0,-1.2,1,0.9,-0.3,2.0,-1,-16
Cc1ccc(S(=O)(=O)NNC(=O)CCC(=O)Nc2ccccc2Cl)cc1,-4,1,4,1,-1.0,0,-0.1,x,x,6,8
COc1ccc(CCNC(=O)CN2CCN(c3cccc(C(F)(F)F)c3)CC2)cc1,-7,-6,10,4,0.5,-1,2.2,0.7,0.3,-11,1
CN(C)CCCNC1CS(=O)(=O)CC1O (stereo not given),-6,-8,3,4,1.9,5,3.4,0.2,-1.3,-14,1
O=C(O)CC(NS(=O)(=O)c1cccc2nsnc12)c1ccc(F)cc1 (stereo not given),-2,-5,-2,-14,-0.1,6,1.3,2.3,0.3,4,x
CC(C)Nc1nc(Cl)nc(N(C#N)CN2C(=O)c3ccccc3S2(=O)=O)n1,3,2,5,-4,0.2,0,0.4,0.3,-0.4,-46,-3
COc1ccc(N(CC(=O)N2CCCC(C)C2)S(=O)(=O)c2c(C)nn(C)c2C)cc1 (stereo not given),-5,-3,-2,3,0.2,3,2.6,-0.4,3.9,-4,6
O=C(C[n+]1ccccc1)c1ccc(NC(=O)c2ccccc2)cc1,-1,8,8,-5,-2.6,1,1.3,0.3,1.2,12,-9
CC(=O)Nc1ccc(S(=O)(=O)Nc2nc(C)nc3sc4c(c23)CCC4)cc1,-7,-4,-7,-2,-0.8,1,0.1,2.5,2.2,1,-26
COCCCNC(=O)CNC(=S)N(Cc1cc(OC)c(OC)c(OC)c1)C1CCCC1,-16,-10,-1,4,1.4,-3,0.4,3.8,1.9,13,4
CC1(c2nnc(-c3ccccc3)o2)CC(c2cccnc2)=NO1 (stereo not given),2,-7,-5,0,-2.2,-2,1.1,-1.7,-1.0,-16,-15
CCCN1CCC(NC(=O)Cc2ccc(C)cc2)CC1,-3,-1,-9,0,0.1,-2,3.3,-1.0,0.5,0,258
Cc1ccc(Cn2ncc3c(N4CCN(c5ccccc5C)CC4)ncnc32)cc1,-14,0,-1,-1,0.7,-13,3.7,2.8,3.9,3,0
Cc1nn(Cc2ccc(F)cc2Cl)c(C)c1[N+](=O)[O-],1,5,0,2,0.5,-5,2.2,-0.4,4.9,10,13
COc1ccc2[nH]c(=O)c(CN(C(=O)c3cccnc3)c3ccccc3C)cc2c1,-3,-9,-5,-2,1.3,2,-1.8,0.5,-0.9,6,52
O=C(CCN1CCCO1)N1CCCC(N2CCN(c3cccc(C(F)(F)F)c3)CC2)C1 (stereo not given),-12,-1,2,0,1.0,-4,-1.5,2.4,1.1,-28,1
CN(Cc1ccccc1)S(=O)(=O)c1csc(C(N)=O)c1,-2,-16,0,-1,4.8,6,0.2,2.4,2.5,11,-10
O=C(CSc1ccc2nnc(-c3ccncc3)n2n1)Nc1ccc2c(c1)OCCO2,5,-6,7,1,-0.5,-1,2.4,0.9,1.9,-3,-2
O=C1C2C(C(=O)N1CC1CCCO1)C1C=CC2C12CC2 (stereo not given),-8,-2,0,4,2.8,-1,1.2,-0.9,3.3,5,98
O=C(NNC(=O)C1CCN(S(=O)(=O)c2c(Cl)cccc2Cl)CC1)c1ccccc1O,-3,-4,2,2,0.0,2,10,9.6,13*,-5,1
CN1CCN(c2ccc(NC(=O)C(C)(c3ccccc3)c3ccccc3)cc2)CC1,4,-3,-5,0,0.2,-4,0.0,-0.3,-0.2,0,-26
COc1cccc(C2(c3cccc(OC)c3)CC2C(=O)Nc2ccccc2Cl)c1 (stereo not given),10,-2,2,-3,0.0,-8,0.9,-1.4,1.1,27,-12
CCCCCC(=O)N(CN1C(=O)CCC1=O)c1ccccc1,0,0,-4,0,0.3,0,1.3,-1.7,1.1,1,-8
Cc1cc(C(=O)CSc2nn3c(=O)c(C(C)(C)C)nnc3s2)c(C)n1C1CC1,-15,-1,-5,6,-2.7,-3,4.0,-0.3,-1.0,21,89
COc1cc(C(F)(F)F)ccc1C(=O)NCCc1ccco1,-15,-13,5,1,-2.3,-8,1.6,0.8,0.3,-3,5
Cc1cccc(OCC(=O)Nc2nnc(S(=O)(=O)N3CCCCC3)s2)c1,-8,-11,1,3,-1.4,6,1.6,0.8,1.8,-9,-8
COc1ccc(NC(=O)C(C)Sc2ccccc2)cc1 (stereo not given),4,-5,-18,1,-0.5,-1,1.6,0.0,2.4,-1,3
Cc1nc2c(c(=O)c3ccccc3n2C)c(=O)n1-c1ccc(F)cc1,-1,1,-4,5,0.0,0,1.2,-1.0,0.5,-38,3
Cc1ccccc1OCC(=O)NCC(=O)OCC(=O)c1ccc2ccccc2c1,-7,-4,1,2,-1.9,-5,4.4,-1.1,1.2,-7,-16
Cc1ccc(S(=O)(=O)N2CCN3CCCC3C2)cc1 (stereo not given),-1,-7,1,-1,-1.0,-2,2.6,3.5,1.8,10,10
O=C(CSc1nnc(-c2ccc(C(F)(F)F)cn2)o1)Nc1ccccc1Cl,-7,1,-1,-2,-3.5,0,5.5,5.0,2.4,5,-16
CCOC(=O)Cc1c(C)nc2c(-c3ccccc3)c(C)nn2c1C,0,-7,-7,2,0.7,-4,1.6,-1.8,-1.0,-5,-1
CCc1cccc(NC(=O)C2CCCN2C(=O)Nc2ccc(C)cc2)c1 (stereo not given),3,-7,4,3,1.6,-1,0.3,1.1,1.8,3,-4
COc1ccc(S(=O)(=O)NCCS(=O)(=O)N2CCN(c3ccccc3)CC2)cc1,-3,-16,2,-1,-10,-1,5.0,1.1,4.2,-6,6
COC(=O)c1c(NC(=O)c2ccccc2N(C)S(=O)(=O)c2ccccc2)sc2c1CCCC2,-2,-4,-7,-4,1.1,-4,0.8,x,x,11,x
c1cncc(CSc2ccc(-c3ccc4c(c3)OCO4)nn2)c1,-9,3,5,3,3.1,-2,2.6,2.8,3.4,-22,x
O=c1cnnc(SCc2ccc([N+](=O)[O-])cc2)[nH]1,-4,2,-3,-2,-1.1,-2,0.7,0.7,1.2,-12,i
CCCCCOc1ccc(Br)cc1CSC(=N)N,-7,-8,-8,0,1.5,1,7.4,x,x,-1,x
Cc1ccc(NC2=NCC(=O)N2Cc2cccs2)cc1C,2,2,1,3,1.2,0,-0.1,-1.3,-0.3,5,-10
COc1ccc([N+](=O)[O-])cc1NC(=O)N(C)Cc1ccco1,13,1,2,-2,0.7,-1,-1.8,0.7,0.7,6,-1
CCN1C/C(=C/c2cccs2)c2nc3ccccc3c(C(=O)O)c2C1,1,-1,-9,3,1.3,0,0.1,-1.1,0.2,-17,2
# Carrying on:
SMILES,PKA-R2B activ,PKA-R1A act,Tat transport,HTR5A ag,CDK5 inh,DAGLB inhibitor,phage Ecoli inh,E coli growth,AddAB inh,HTR5A inv ctr,Mot1-301 SUMO
CSc1c(-c2ccccc2)nc2ccccc2c1C(=O)O,0,-5,10,1,-0.1,-2,1.9,-0.4,1.8,-17,-18
O=C(NCc1cccc(Cl)c1)c1ccc(CS(=O)Cc2ccccc2Cl)o1 (stereo not given),3,-9,12,-2,0.8,2,-0.5,-1.9,3.4,-5,122
Cc1cc(S(=O)(=O)NC2CCCCC2)ccc1OCC(=O)NCc1cccnc1,-13,0,-4,7,0.8,2,-0.2,1.4,2.3,-27,-11
CC1(C)Cc2nc3sc4c(=O)[nH]cnc4c3cc2CS1,2,6,5,0,-2.6,0,-0.5,-0.2,3.8,0,770
COCCN1Cc2cc3cc(C)ccc3nc2SC1=Nc1ccc(OC)cc1,-3,-6,13,3,0.6,-4,4.9,2.4,-0.9,-8,10
Cc1[nH]cnc1CSCCN,-5,-5,2,5,-0.4,2,1.3,-1.6,0.2,-12,2
